# Source: PubChem BioAssay
# sPLA2-III inh – human group III sPLA2 inhibitors, primary screen, biochemical, QFRET, BODIPY PC-A2 liposome substrate | QFRET BODIPY PC-A2 liposome hydrolysis, fluorescence | inhibition, % at 12.2 µM | hit rate 0.56% among 370,000 | Group 3 secretory phospholipase A2 (Homo sapiens), Q9NZ20;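 active = inhibition above mean plus 3 SD of compounds lying within the high and low control bounds, cut at about 19% in these data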;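 note: 0% = median of test compound wells and 100% = no enzyme DMSO wells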
# KLK7 zymogen act – proKLK7 zymogen activators, primary screen, biochemical, fluorescence intensity; purified proKLK7, EDANS-DABCYL substrate fluorescence; 100% is mature enzyme control, 0% vehicle; AID 652039, 2013; hit rate 0.9% among 370,000; Kallikrein-7 (Homo sapiens), P49862; activation, % at 7 µM;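 active = activation above the mean of all tested compounds plus 3 SD, computed per campaign excluding outliers beyond control limits, cut at about 13% in these data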
# Target sequence (P49862 whole entry, looked up): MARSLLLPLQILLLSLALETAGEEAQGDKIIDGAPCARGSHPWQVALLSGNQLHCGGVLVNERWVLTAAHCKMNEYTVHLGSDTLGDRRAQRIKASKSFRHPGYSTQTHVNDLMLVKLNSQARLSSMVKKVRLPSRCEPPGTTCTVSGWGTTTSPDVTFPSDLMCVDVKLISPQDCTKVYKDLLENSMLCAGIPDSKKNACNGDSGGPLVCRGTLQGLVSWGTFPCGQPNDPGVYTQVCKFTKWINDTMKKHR
# UHRF1 binding – UHRF1 methylated DNA binding inhibitors, primary screen, counter-screen for MBD2 inhibitor project, biochemical, TR-FRET, human UHRF1, single concentration; E3 ubiquitin-protein ligase UHRF1 (Homo sapiens), Q96T88; UHRF1 binding to methylated oligo; inhibition, % at 4.4 µM; hit rate 0.75% among 370,000; AID 687016, 2013; in the data active = inhibition above about 21%;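 note: UHRF1 SRA domain binding a hemimethylated CpG hairpin DNA probe; 0% = median of test compound wells and 100% = reference inhibitor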
# Tn7 DDE FP – inhibitors of Tn7 peptide binding to fibrin DD(E), primary screen, biochemical, fluorescence polarization, human fibrin, Tn7 probe | inhibition, % at 8.3 µM | hit rate 0.13% among 370,000 | FP displacement of FITC-Tn7 peptide from fibrin DD(E); 0% = median of compound wells per plate;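 active = inhibition above the mean of compounds falling within the control limits plus 3 SD of them, cut at about 14% in these data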;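 note: 0% = plate median of compound wells and 100% = 10 µM Aha-Tn7 peptide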
# Target sequence (P02675 whole entry, looked up): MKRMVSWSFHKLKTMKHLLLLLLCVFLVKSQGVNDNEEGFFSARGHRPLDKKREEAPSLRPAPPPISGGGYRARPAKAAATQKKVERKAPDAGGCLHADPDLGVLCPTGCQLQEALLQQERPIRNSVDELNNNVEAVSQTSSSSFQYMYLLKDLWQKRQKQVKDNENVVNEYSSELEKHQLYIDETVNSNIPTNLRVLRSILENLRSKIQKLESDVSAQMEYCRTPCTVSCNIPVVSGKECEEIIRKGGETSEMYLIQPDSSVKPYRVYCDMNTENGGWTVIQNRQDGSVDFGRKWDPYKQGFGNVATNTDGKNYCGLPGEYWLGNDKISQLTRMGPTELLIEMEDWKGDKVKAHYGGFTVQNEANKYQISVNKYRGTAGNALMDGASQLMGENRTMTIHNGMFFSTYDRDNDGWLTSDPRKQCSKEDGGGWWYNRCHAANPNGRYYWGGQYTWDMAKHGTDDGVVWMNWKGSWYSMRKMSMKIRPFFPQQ
#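 Assay system: Fibrin-DD(E) protein isolated from polymerized human fibrin clots; read-out basis: percent inhibition; medium: Tris/NaCl/CaCl2 buffer, pH 7.8; signal: FP measurement; incubation: 10 min plus 3 h, room temperature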
# ASAP1 inh – inhibitors of human ASAP1 ArfGAP activity, primary screen, biochemical, fluorescence polarization; ASAP1-stimulated ARF1 GTP hydrolysis, GDP FP detection; hit rate 0.19% among 360,000; inhibition, % at 16.5 µM; Arf-GAP with SH3 domain, ANK repeat and PH domain-containing protein 1 (Homo sapiens), …; in the data active = inhibition above about 25%;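 note: 0% = vehicle with enzyme and substrate and 100% = no enzyme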
# PLCg1 inh – PLC-gamma1 enzyme inhibitors, primary screen, biochemical, fluorescence, purified enzyme | 1-phosphatidylinositol 4,5-bisphosphate phosphodiesterase gamma-1 (Homo sapiens), P19174 | fluorogenic substrate | inhibition, % at 12.2 µM | hit rate 0.84% among 370,000; in the data active = inhibition above about 9.5%
# ARFGAP1 inh – inhibitors of rat ARFGAP1 GAP activity, primary screen, biochemical, fluorescence polarization, GDP tracer; inhibition, % at 16.5 µM; hit rate 0.26% among 360,000; Arfgap1-stimulated ARF1 GTP hydrolysis, GDP FP detection; AID 651572, 2012; ADP-ribosylation factor GTPase-activating protein 1 (Rattus norvegicus), Q62848;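 active = inhibition above a per-plate limit, mean inhibition of low control wells plus 3 SD, cut at about 25% in these data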;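 note: 0% = DMSO wells with enzyme and 100% = wells lacking Arfgap1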
# Target sequence (Q62848 1-136 limits assumed): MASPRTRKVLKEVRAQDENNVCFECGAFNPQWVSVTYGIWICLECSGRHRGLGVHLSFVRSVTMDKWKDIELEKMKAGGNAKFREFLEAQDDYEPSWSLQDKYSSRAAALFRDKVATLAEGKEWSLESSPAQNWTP
#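 Material – truncated rat Arfgap1 GAP domain · Buffer or medium – HEPES-based buffer, pH 7.5 · Reagent – human ARF1(Δ1-17)-GTP substrate · Dosing – 16.5 µM single point, 1.26% DMSO · Schedule – GTP hydrolysis reaction 2 h at 25 °C · Technique – GDP detection by fluorescence polarization · Benchmarks – No-Arfgap1 wells (100%) versus DMSO full-reaction wells (0%) · Repeats – single replicate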
# Rev-erbA mod – modulators of Rev-erb alpha DNA binding, primary screen, biochemical, FITC-DNA, fluorescence polarization, uHTS; hit rate 0.79% among 370,000; Rev-erbα–FITC-DNA binding, 90 min; Nuclear receptor subfamily 1 group D member 1 (Homo sapiens), P20393; activity, % at 10 µM;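 active = activity above about 14%, limit read from the data; passing the limit was not always enough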;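 note: 0% = DMSO wells with 35 nM protein and 100% = DMSO wells with 750 nM protein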
# PLCb3 inh – human PLC-beta3 inhibitors, primary screen, biochemical, fluorescence; Purified PLC-beta3, fluorogenic substrate; inhibition, % at 12.2 µM; hit rate 0.18% among 370,000; in the data active = inhibition above about 11%;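 note: 0% = median of compound wells on plate and 100% = full blocker control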
# Tn6 DDE FP – inhibitors of Tn6 peptide binding to fibrin DD(E), primary screen, biochemical, fluorescence polarization, human fibrin, Tn6 probe | Fibrinogen beta chain (Homo sapiens), P02675 | Fibrin DD(E) TRITC-Tn6 fluorescence polarization displacement | inhibition, % at 8.3 µM | hit rate 0.21% among 370,000 | AID 720509, 2013;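 active = inhibition above a per-campaign cutoff: mean of compounds within control limits plus 3 SD, cut at about 15% in these data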;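 note: 0% = median of all compound wells on the plate and 100% = blocking peptide control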
# An asterisk follows results filed as active; i = inactive; nt = no result given. Compounds as they come. Share with any hit: about 4.5%.
SMILES,sPLA2-III inh,KLK7 zymogen act,UHRF1 binding,Tn7 DDE FP,ASAP1 inh,PLCg1 inh,ARFGAP1 inh,Rev-erbA mod,PLCb3 inh,Tn6 DDE FP
COCCCNc1nc2ccccc2nc1NS(=O)(=O)c1cccc(C)c1,-1,4.9,-1,5,6,-143,0,-1,-202,-1
COc1ccc(-c2c(C#Cc3ccsc3)c3cc(-c4ccc5c(c4)OCCO5)ccc3n2C)cc1,-1,-45,-6,3,-17,-42,0,54*,-81,7
CC(C)(C)C(=O)Nc1cc(S(=O)(=O)Nc2ccc(Cl)cc2)ccc1O,-30,0.2,0,6,-1,1,11,4,2,6
COc1ccc(Cc2nnc(-c3ccc(F)cc3)o2)cc1OC,-3,0.4,2,-4,-6,0,8,-2,1,2
CCc1nnc(NC(=O)Cn2ccc(C(F)(F)F)n2)s1,4,0.1,2,4,-6,2,13,-2,4,-3
CCN(CC)C(=O)CC(c1ccc(N(C)C)cc1)c1c(OC)cc(OC)c2c(-c3ccccc3)cc(=O)oc12 (stereo not drawn),2,0.4,6,1,4,-3,-8,-2,-5,0
Cc1ccc(NC(=O)CN2C(=O)CC(C)S(=O)(=O)c3ccccc32)cc1 (stereo not drawn),-6,0.4,2,4,-4,0,11,-8,-10,-3
Cc1ccc(NC(=O)c2cc(S(=O)(=O)N3CCCCC3)ccc2N2CCOCC2)cc1,0,-8.1,-1,-6,-5,5,19,-3,5,-2
Cc1[nH]c(=O)[nH]c(=O)c1S(=O)(=O)N1CCOCC1,3,0.1,4,-3,14,3,15,-1,5,2
CC(=C/c1ccccc1)/C=N/NC(=O)c1cc(C)oc1C,0,0.5,-3,-1,-1,-3,-4,0,-3,-4
CCCOC(=O)NC1CCS(=O)(=O)C1 (stereo not drawn),4,0.0,3,9,-11,-1,2,0,1,8
COC(=O)[C@@H]1C[C@H]2CC[C@H](O)C[C@H]2N1Cc1ccc(Cl)cc1,1,0.4,0,-9,-8,-4,-6,0,-7,6
CC1CCC(NC(=O)c2cc3c(=O)n(C)c4ccccc4c3n2C)CC1 (stereo not drawn),-1,0.4,0,14*,4,1,-6,-2,0,11
CCc1ccc(C(O)c2ncc(-c3ccccc3C(F)(F)F)[nH]2)cc1 (stereo not drawn),-18,-0.3,8,-6,-3,3,1,-2,-1,5
O=C1NCC(O)=C1C=NCCCO,-1,0.2,-4,2,-8,0,5,4,0,-6
c1ccc(C2CC(c3ccccc3)C(c3ccccc3)N2)cc1 (stereo not drawn),0,0.9,-1,-7,13,3,-1,4,-2,-9
Cc1occc1C(=O)N/N=C/c1ccc(-c2ccccc2)cc1,4,-0.5,-2,10,-11,-2,-13,7,-10,-5
Cc1ccc2nc(SCc3ccccc3)c(C=O)c(=O)n2c1,3,0.2,0,-2,-5,4,-2,42*,2,-3
Cc1cccc(C(=O)N2CCCC(Nc3ccc(F)c(F)c3)C2)n1 (stereo not drawn),4,-0.8,1,7,4,0,5,-4,-5,-1
O=C(OCC(=O)N1CCNC1=O)c1ccccc1Cl,2,-0.2,-1,4,-5,0,-4,-8,1,-4
Cc1ccc2occ(/C=N/NC(=O)c3ccccc3O)c(=O)c2c1,1,2.5,1,-6,2,-2,1,-1,-9,-5
Cc1cccc(CN2CCN(CC(=O)NCCCN3CCCC3=O)C2=O)c1,0,0.0,-1,0,3,0,2,11,-1,4
COCCCNC(=O)C[C@H]1C[C@@]2(C(=O)OC)C(=C[C@H](C3CCCC3)O[C@@H]2C)N(Cc2ccc(Cl)cc2Cl)C1=O,-22,0.1,3,-7,nt,-1,nt,3,0,-3
O=C(N/N=C/c1cc(O)ccc1Br)c1cccnc1,-6,-5.8,-2,4,10,-34,-8,-3,-46,3
O=Cc1cn(CC(=O)Nc2ccccc2)c2ccccc12,2,0.1,4,4,8,-1,5,1,-6,-6
O=C(Nc1ccc(N2CCCC2)cc1)c1cc([N+](=O)[O-])ccc1N1CCOCC1,11,-0.4,-2,0,-1,5,-6,-14,-1,-5
O=S(=O)(Nc1ccc(-c2nc3cccnc3s2)cc1)c1cccs1,-8,-2.8,-1,-3,-7,-484,-6,-10,i,-4
Cc1cc(N/N=C\c2ccccc2)nc(-c2ccccc2O)n1,-12,0.9,-2,-1,4,-59,9,4,-70,-5
COc1cc(C(=S)N2CCN(C(c3ccccc3)c3ccccc3)CC2)cc(OC)c1O,-16,-0.5,-2,-2,2,5,6,5,-2,10
Cc1ccc(NC(=O)COC(=O)COc2ccc3ccc(=O)oc3c2)cc1[N+](=O)[O-],4,0.8,-1,9,10,-5,-5,-10,-9,3
CN1CCN(S(=O)(=O)c2cccc(C(=O)N(C)Cc3c(F)cccc3Cl)c2)CC1,8,0.1,1,0,6,-3,-1,6,3,2
Cc1cc2c(cc1C)N1C(=O)c3cc4ccccc4cc3NC(=O)C1C(=O)N2 (stereo not drawn),7,-1.9,-1,0,8,-8,6,10,-10,-1
CC(C)Cn1c2c(c(O)c(C(=O)Nc3ncccc3O)c1=O)CCCC2,-17,-0.5,-6,4,1,-15,-6,8,-16,2
COC(=O)Cn1cc(C(=O)c2cccs2)c2ccccc21,-7,0.4,-1,6,-18,-7,2,3,-4,8
C=C(C)COc1ccc(-c2n[nH]c(C)c2Oc2ccccc2OC)c(O)c1,-28,-0.7,1,-2,23,1,17,-1,1,2
COc1ccc(Br)c(C(=O)N2CCN(S(=O)(=O)/C=C/c3ccccc3)CC2)c1,-13,0.1,0,1,-5,-2,-6,-1,-8,-7
COc1ccc(OC)c2[nH]c(=O)c(CCNS(=O)(=O)c3ccc(C)cc3)cc12,10,-0.5,2,-8,-8,-26,18,0,-38,-4
Cc1cccc(NC(=O)C2CCN(C(=O)c3ccccc3C)CC2)n1,7,0.0,-3,0,-2,0,2,2,-4,6
CC(=O)N1CCN(Cc2cc(=O)oc3ccccc23)CC1,-3,-0.2,-4,12,-18,-2,-8,-3,2,3
CC(C)Cc1nnc(NS(C)(=O)=O)s1,3,0.2,-1,-4,6,3,-4,-1,3,-1

# No new results follow: entries from further up.
SMILES,sPLA2-III inh,KLK7 zymogen act,UHRF1 binding,Tn7 DDE FP,ASAP1 inh,PLCg1 inh,ARFGAP1 inh,Rev-erbA mod,PLCb3 inh,Tn6 DDE FP
CN1CCN(S(=O)(=O)c2cccc(C(=O)N(C)Cc3c(F)cccc3Cl)c2)CC1,8,0.1,1,0,6,-3,-1,6,3,2
Cc1cc2c(cc1C)N1C(=O)c3cc4ccccc4cc3NC(=O)C1C(=O)N2 (stereo not drawn),7,-1.9,-1,0,8,-8,6,10,-10,-1
CC(C)Cn1c2c(c(O)c(C(=O)Nc3ncccc3O)c1=O)CCCC2,-17,-0.5,-6,4,1,-15,-6,8,-16,2

# Continued.
SMILES,sPLA2-III inh,KLK7 zymogen act,UHRF1 binding,Tn7 DDE FP,ASAP1 inh,PLCg1 inh,ARFGAP1 inh,Rev-erbA mod,PLCb3 inh,Tn6 DDE FP
O=C(CSc1ccccc1)NC(=O)NCc1ccccc1,-4,-0.1,-3,-3,-5,0,5,3,-4,5
O=C(Nc1nnc(SCC(=O)N2CCCCC2)s1)c1ccccc1F,12,0.1,6,-5,0,-3,11,-3,-15,2
O=C(Nc1ccc(N2CCOCC2)cc1)c1cc2ccccc2o1,-9,0.6,-2,-3,-11,-4,1,-2,-1,0
Cn1cnc(S(=O)(=O)N2CCCCC2c2cc(C(=O)NCc3ccc(F)cc3)no2)c1 (stereo not drawn),-2,-0.2,-2,2,-4,0,0,5,1,-1
Cc1ccc(C(=O)N(C)Cc2ccc(N3CCOCC3)cc2)cc1S(=O)(=O)NCc1ccccc1,-13,0.3,-5,2,-9,2,-2,1,-4,0
CC(=O)N/C(=C\c1ccccc1)C(=O)OC(C)C(=O)c1ccccc1 (stereo not drawn),-5,-0.4,-2,6,1,-2,-7,0,-6,1
Cc1cc(Cl)ccc1OCC(=O)Nc1nc(-c2cccs2)cs1,-9,0.3,0,2,7,-3,10,-2,-9,-1
O=C(NCc1ccc(F)cc1)C1CCC(CNS(=O)(=O)c2cccs2)CC1 (stereo not drawn),0,0.2,-2,-2,1,-1,-7,6,-5,0
CN1CCN(C(=O)C2=C[C@H](c3ccc4c(c3)OCO4)C[C@H](OCCCCO)O2)CC1,5,0.0,-1,0,14,-15,0,-5,-21,6
COC(=O)C1CCN(C(=O)C2CCC(=O)N(CCc3cccc(F)c3)C2)CC1 (stereo not drawn),0,-0.7,-1,9,-9,2,5,-8,-3,9
Cc1ccc(-c2nn(CC(=O)Nc3cccnc3)c(=O)c3ccccc23)cc1,-4,0.2,-1,-7,11,4,2,-3,4,7
COc1ccc(CN2CCN(CC(O)Cn3c4ccccc4c4ccccc43)CC2)cc1 (stereo not drawn),-20,0.2,-3,-3,11,5,13,2,7,6
Cc1cccc(C)c1-n1c(=O)n(Cc2ccccc2)c(=O)c2[nH]cnc21,-6,0.3,1,-4,-2,2,-1,-1,1,6
Brc1ccc(Cn2nnc(-c3ccc(N4CCOCC4)cc3)n2)cc1,-1,-0.1,0,4,nt,-2,nt,4,2,4
COCCn1c(SCC(=O)c2ccc3c(c2)OCCO3)nnc1-c1ccoc1C,-25,-0.1,-2,1,0,-1,1,8,-4,0
CCCCCn1nnc2c(=O)oc3ccccc3c21,1,0.5,1,5,7,-1,5,0,1,1
CCOc1ccc(N2Cc3ncccc3C2=O)cc1,-2,-1.0,3,2,4,-27,-11,4,-36,5
Cc1ccc(S(=O)(=O)n2nc(C)cc2N)cc1,-1,0.5,1,-6,2,0,6,4,2,-5
CCCc1nnc(NC(=O)CCC(=O)N2CCN(c3ccccn3)CC2)s1,5,0.1,19,-2,1,3,24,3,-7,-5
O=C(O)c1cccc(S(=O)(=O)NCCc2ccccc2)c1,8,-0.5,7,1,-1,0,6,-4,-1,-1
CCOc1ccc(C(=O)C(C)OC(=O)C2CCN(c3ccc(C(F)(F)F)cn3)CC2)cc1 (stereo not drawn),9,1.6,3,-6,6,2,1,-2,-3,-2
Cc1ccc(C)c(N(C)S(=O)(=O)c2ccc3[nH]cc(C(=O)NCCN4CCOCC4)c(=O)c3c2)c1,-15,-1.0,0,-2,-1,4,-5,-6,4,0
